PolyA inhibitor = polyadenylation inhibitors in yeast reporter cells, primary screen, luminescence, S. cerevisiae. S. cerevisiae SKY197-pL101 polyadenylation reporter, beta-gal luminescence; efflux-impaired pdr1/pdr3 knockout yeast; score 100 = 6 SD above DMSO. calls only at 12 µM. 0.02% of 300,000 active;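 active means lowest replicate activity score at least 50, where 100 means six control SD above control mean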;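 further: yeast exposed to compound for 9 h at 30 °C; higher score means more reporter readthrough which indicates perturbed polyadenylation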
RGS4 act = RGS4 potentiators or activators, primary screen, cell-based, HEK293 M3R inducible RGS4, calcium flux; carbachol calcium flux Fluo4; hits give low values; B-score at 10 µM; 0.92% of 310,000 active;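 active means B-score of the integrated calcium signal more than 4 SD below the library mean, with starting fluorescence not abnormally high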;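 further: negative B-score means reduced calcium response which marks RGS4 activation or potentiation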
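System: HEK293 FlpIn-TREx cells, stable M3R, doxycycline-inducible RGS4. Timing: overnight RGS4 induction, 30 min dye load 37 °C, 20 min compound RT. Also added: carbachol, ECmax concentration. Measured by: Fluo4 fluorescence kinetic imaging of calcium. Evaluation: integrated calcium ratio converted to B score.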
KCNQ1 inh = inhibitors of human KCNQ1 channel, primary screen, cell-based, thallium flux, high-throughput; Potassium voltage-gated channel subfamily KQT member 1 (Homo sapiens), P51787; CHO-K1 KCNQ1, FluxOR thallium flux fluorescence; hits give high values; 1.3% of 310,000 active; B-score at 10 µM; AID 2642, 2010;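 active means compounds whose thallium flux B-score, printed positive for inhibition, exceeds three library SD while starting fluorescence stays within three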;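 further: channel opened by potassium depolarization with thallium stimulus after 20 min compound exposure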
GSK3A inh = blockers of GSK3A enzyme activity – biochemical, luminescence, cell-free homogeneous, HTS, primary screen | GSK-3 alpha kinase, ADP-Glo luminescence, 60 min | inhibition, % at 10 µM | 0.1% of 320,000 active | AID 2650, 2010 | Glycogen synthase kinase-3 alpha (Homo sapiens), P49840;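 in the data active means inhibition above about 50%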;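 further: GST-tagged GSK-3 alpha with peptide substrate and 25 µM ATP; 0% = DMSO neutral wells and 100% = GW8510 positive control wells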
DYRK1A inh = rat Dyrk1A kinase inhibitors, primary screen, biochemical, single point, plate reader. AID 504441, 2011. 0.43% of 310,000 active. inhibition, % at 12.5 µM. ADP-Glo luminescence, NFATc1 peptide; in the data active means inhibition above about 50%;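 further: plate controls were vehicle with enzyme for no effect and no enzyme for full effect; many of its hits are not listed in these tables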
GSK3B inh = human GSK3beta kinase inhibitors, primary screen, biochemical, cell-free homogeneous, HTS. GST-GSK3beta kinase, ADP-Glo luminescence, 60 min; hits give low values. activity score (negative = inhibition), % at 10 µM. 0.038% of 300,000 active. AID 2097, 2009;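 active means more than half of replicate wells score below -50%, meaning over 50% inhibition versus plate controls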;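 further: 0% = median DMSO wells and -100% = median GW8510 positive control wells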
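Assay system: GST-fused GSK3beta enzyme, cell-free / Medium: Tris pH 7.5 buffer with MgCl2, DTT, BSA, heparin / Also added: peptide substrate plus 25 µM ATP (final) / Compound: 10 µM single point / Timing: kinase reaction with compound 60 min at room temperature / Detection: ADP-Glo luminescence / Benchmarks: DMSO neutral wells and GW8510 at 20 µM as positive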
hERG rescue = hERG rescue from dofetilide block, primary screen, cell-based, CHO-hERG, FluxOR thallium flux, dofetilide IC70. dofetilide IC70 present. 0.51% of 310,000 active. activation (rescue from dofetilide block), less the hit threshold, % at 10 µM;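 active means activation above the mean of controls blocked by dofetilide plus 5 SD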;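 further: thallium influx through hERG after potassium depolarization seen as dye fluorescence rise; in these data hits start at about 4.7%; inactives centre near -7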
Target sequence (Q12809 whole entry, looked up): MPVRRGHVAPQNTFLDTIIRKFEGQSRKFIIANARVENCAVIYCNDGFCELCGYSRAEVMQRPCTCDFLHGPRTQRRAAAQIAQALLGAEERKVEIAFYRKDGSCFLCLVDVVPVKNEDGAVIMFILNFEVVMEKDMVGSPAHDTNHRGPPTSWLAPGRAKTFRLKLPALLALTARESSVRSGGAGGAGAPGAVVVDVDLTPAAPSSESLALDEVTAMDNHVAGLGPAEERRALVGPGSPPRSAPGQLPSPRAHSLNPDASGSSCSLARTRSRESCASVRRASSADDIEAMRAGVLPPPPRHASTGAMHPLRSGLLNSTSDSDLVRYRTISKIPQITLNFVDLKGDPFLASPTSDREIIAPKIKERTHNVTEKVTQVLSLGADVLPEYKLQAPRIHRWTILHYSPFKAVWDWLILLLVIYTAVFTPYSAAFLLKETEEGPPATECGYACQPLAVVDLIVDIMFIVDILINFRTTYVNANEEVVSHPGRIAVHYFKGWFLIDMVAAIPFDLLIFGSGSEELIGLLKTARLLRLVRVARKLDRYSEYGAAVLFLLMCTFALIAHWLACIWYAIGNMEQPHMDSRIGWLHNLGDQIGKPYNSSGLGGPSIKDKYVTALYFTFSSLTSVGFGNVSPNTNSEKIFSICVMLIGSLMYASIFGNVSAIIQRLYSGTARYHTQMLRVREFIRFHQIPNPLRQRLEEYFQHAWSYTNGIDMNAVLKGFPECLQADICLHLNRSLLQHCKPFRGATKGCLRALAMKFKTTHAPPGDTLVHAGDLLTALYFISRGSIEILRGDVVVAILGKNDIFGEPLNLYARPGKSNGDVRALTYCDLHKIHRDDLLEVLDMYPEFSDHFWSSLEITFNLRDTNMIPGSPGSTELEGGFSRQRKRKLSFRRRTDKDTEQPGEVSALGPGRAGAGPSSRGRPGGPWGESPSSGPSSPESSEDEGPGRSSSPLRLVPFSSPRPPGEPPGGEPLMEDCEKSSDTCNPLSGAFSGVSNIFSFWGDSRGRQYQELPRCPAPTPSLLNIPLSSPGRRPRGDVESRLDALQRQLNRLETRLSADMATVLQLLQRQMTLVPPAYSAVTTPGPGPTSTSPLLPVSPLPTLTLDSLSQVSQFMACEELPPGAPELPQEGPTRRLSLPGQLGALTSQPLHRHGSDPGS
KCNK9 block = KCNK9 potassium channel inhibitors, primary screen, HEK293 cells, thallium flux; FluxOR thallium flux fluorescence; hits give low values; B-score at 10 µM; 1.2% of 310,000 active;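 active means ratio B-score over 3 SD below the library mean, with starting fluorescence within 5 SD of its mean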;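 further: negative B-score means less thallium flux so channel inhibition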
KCNQ1 act = potentiators or activators of KCNQ1 channel, primary screen, cell-based, thallium flux, high-throughput. CHO-K1 KCNQ1, thallium flux FluxOR fluorescence; hits give high values. B-score at 10 µM. 0.35% of 310,000 active;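 active means fluorescence ratio B-score, a plate-corrected score, at least three library SD, with initial intensity B-score within 5 SD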
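Assay system: CHO-K1 cells stably expressing KCNQ1; Medium: assay buffer with matched DMSO; Also added: K+/Tl+ depolarizing stimulus; Dosing: single dose; Timing: dye 90 min, compound 20 min, room temperature; Measured by: kinetic FluxOR thallium fluorescence, 10-s 1-Hz baseline, 110-s post-stimulus read; Read-out: peak-minus-minimum fluorescence over initial fluorescence, negative-control normalized, B-scored.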
KCNK3 inh = human KCNK3 channel inhibitors, primary screen, CHO cells, FluxOR thallium flux, B-score. B-score at 10 µM. FluxOR fluorescence; hits give low values. 0.84% of 340,000 active. Potassium channel subfamily K member 3 (Homo sapiens), O14649. AID 602410, 2012;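 active means B-score under library mean minus 4 SD, starting fluorescence ratio at most library mean plus 5 SD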;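 further: more negative B-score means stronger inhibition of thallium flux through KCNK3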
RGS4 inh = RGS4 inhibitors, primary screen, cell-based, HEK293 M3R inducible RGS4, calcium flux. Regulator of G-protein signaling 4 (Homo sapiens), P49798. Fluo-4 calcium flux; hits give high values; triggered by carbachol at its EC20. B-score at 10 µM. 0.45% of 310,000 active;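 active means B-score, a plate-corrected calcium signal, over three deviations above library mean, with baseline fluorescence within five deviations of library mean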;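 further: RGS4 expression induced by doxycycline in cells with stable M3 receptor; B-score is computed from the integrated fluorescence ratio over baseline after carbachol; higher B-score means a larger calcium signal and so more RGS4 inhibition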
Numbers without * were called inactive; i = inactive; . = no result given.

Values in the order – PolyA inhibitor | RGS4 act | KCNQ1 inh | GSK3A inh | DYRK1A inh | GSK3B inh | hERG rescue | KCNK9 block | KCNQ1 act | KCNK3 inh | RGS4 inh
Cc1ccc(Oc2cc(-n3nc(C)cc3C)ncn2)cc1
    i | i | i | -0.9 | -3.3 | -2.4 | -11.2 | i | i | i | i
CCN(CC)C(=O)Cn1cc(C(=O)C(=O)N(C)C2CCN(C)CC2)c2ccccc21
    i | i | i | 2.6 | 4.0 | -0.9 | -6.1 | i | i | i | i
O=C(Nc1cc(C(F)(F)F)ccc1Cl)C(Sc1ccccn1)c1ccccc1 (stereo not given)
    i | i | i | 7.2 | 0.9 | -0.3 | 3.1 | -8.09* | i | i | i
Cc1c(C(=O)Nc2ccc(F)cc2)nnn1-c1cccc(C(F)(F)F)c1
    i | i | i | -0.1 | 3.8 | 13.0 | -8.6 | i | i | i | i
COc1ccc(CCNC(=O)CSc2nc(C)cc(C)n2)cc1OC
    i | i | i | -0.2 | -3.2 | -0.1 | -9.8 | i | i | i | i
CCCCCc1ccc(-c2ccc(OC)cc2)nc1
    i | i | i | -1.9 | -3.5 | 4.4 | -2.5 | i | i | i | i
O=C(CC1C(=O)NCCN1Cc1ccccc1)NC1CCCCCC1 (stereo not given)
    i | i | i | -2.0 | 0.1 | -0.6 | -6.2 | i | i | i | i
CC(c1nnc(SCC(=O)Nc2cccnc2Cl)n1-c1ccccc1)N(C)C (stereo not given)
    i | i | i | -1.7 | -6.6 | 1.3 | -5.0 | i | i | i | i
O=C(O)CN1C(=O)/C(=C\c2ccc(OC(=O)c3ccco3)cc2)SC1=S
    i | i | i | 0.4 | -0.7 | -2.5 | -11.1 | i | i | i | i
CCCOc1ccccc1NC(=O)c1c(-c2ccccc2)noc1C
    i | i | i | . | 0.5 | 4.1 | -2.9 | i | i | i | i
O=C(Nc1ccccc1)C(O)C(O)C(=O)Nc1ccccc1 (stereo not given)
    i | i | i | -1.3 | 8.4 | 1.4 | -8.7 | i | i | i | i
O=C(Cn1nnc(-c2cccs2)n1)NCc1cccs1
    i | i | i | -1.2 | -25.1 | -2.7 | -12.1 | i | i | i | i
O=c1ccnc(Nc2ccc(Cl)cc2)[nH]1
    . | i | i | 0.7 | 7.1 | -1.6 | -9.8 | i | i | i | i
O=C(CN1CCOCC1)OCCCc1ccccc1
    i | i | i | 1.5 | -0.2 | 0.1 | -1.0 | i | i | i | i
COc1cc(CN2CCN(c3ncccn3)CC2)cc(OC)c1
    i | i | i | -5.6 | 10.9 | 0.4 | -2.5 | i | i | i | i
Oc1ccc2ccccc2c1C=Nc1ccccc1Br
    i | i | i | 2.7 | -0.5 | 1.8 | -18.3 | i | i | i | i
Cc1[nH]c2ccccc2c1C(=O)C(C)OC(=O)C1CCC1 (stereo not given)
    i | i | i | 5.1 | 10.4 | 1.2 | -8.6 | i | i | i | i
Cc1cc(N/N=C/c2ccc(O)cc2)c2cccc(C)c2n1
    i | i | i | 11.0 | 22.8 | -7.2 | -5.8 | i | i | i | i
CC(=O)Nc1cccc(Nc2nc(-c3cccs3)nc3ccccc23)c1
    i | i | i | 2.3 | 26.8 | -4.6 | -9.2 | i | i | i | i
CC1CCN(C(=O)c2ccc(S(=O)(=O)N3CCOCC3)cc2)CC1
    i | i | i | -0.3 | -6.8 | . | -7.2 | i | i | i | i
Cc1cc(/C=C/C(=O)O)c(C)n1-c1ccc(Cl)cc1
    i | i | i | -0.9 | -2.1 | 0.3 | -6.0 | i | i | i | i
COc1ccc(-c2nnn(CC(=O)N(CC3CCCO3)C(C(=O)NC(C)(C)C)c3ccco3)n2)cc1OC (stereo not given)
    i | i | i | 2.7 | -0.1 | -1.9 | -2.4 | i | i | i | i
CN(C)c1ccc(S(=O)(=O)N(C)C)cc1NC(=O)Cc1cccc2ccccc12
    i | i | i | 0.2 | -5.1 | 1.3 | -7.6 | i | i | i | i
C(=N\n1cnnc1)/c1cccn1-c1ccccc1
    i | i | i | 4.3 | -3.1 | 0.6 | -10.4 | i | i | i | i
O=C(Nc1ccccc1Br)c1ccc2nccnc2c1
    i | i | i | 1.4 | 5.0 | -2.4 | -11.0 | i | i | i | i
CCOC(=O)CC(=O)CSc1ncc(C(=O)OCC)c(N)n1
    i | i | i | 1.4 | 7.3 | 2.5 | -8.7 | i | i | i | i
COc1ccc(C2c3[nH]c4ccccc4c3C[C@H]3C(=O)N(CCCO)CC(=O)N23)c(OC)c1 (stereo not given in full)
    i | i | i | -1.9 | -6.6 | -3.9 | -7.4 | i | i | i | i
Cn1ccnc1C(O)c1ccco1 (stereo not given)
    i | i | i | -1.6 | -4.7 | 0.1 | -11.9 | i | i | i | i
O=C(NC(=O)N1CCCCC1)c1ccc(Cl)cc1
    i | i | i | 0.8 | . | 0.1 | -4.3 | i | i | i | i
Clc1ccc(Nc2nc(N3CCOCC3)nc(N3CCOCC3)n2)cc1Cl
    i | i | i | 1.2 | -1.3 | 0.9 | -4.0 | i | i | i | i
Brc1ccc2[nH]c3c(c2c1)CCC3
    i | i | i | -1.8 | . | -2.1 | -7.9 | i | i | i | i
Cc1nn(C)c(C)c1S(=O)(=O)N(CC(=O)NCCCN1CC(C)CC(C)C1)c1ccc(C(C)C)cc1 (stereo not given)
    i | i | i | 1.6 | 1.6 | 0.0 | -10.7 | i | i | i | i
Cc1ccc2nc(SC(C)C(=O)N3CCCCC3)[nH]c2c1 (stereo not given)
    i | i | i | 0.6 | -4.2 | 3.8 | -17.8 | i | i | i | i
COCCNC(=O)CN(c1cc(Cl)ccc1OC)S(=O)(=O)c1ccc(C)c([N+](=O)[O-])c1
    i | i | i | -1.0 | 5.1 | -1.0 | -5.9 | i | i | i | i
Cc1cc(NC(=O)C(C)C)ncc1NC(=O)Cc1ccccc1
    i | i | i | -1.2 | -2.8 | . | -6.1 | i | i | i | i
CC(=O)C(=Nc1cccc(Cl)c1)NNc1ccccc1C
    i | i | i | -0.7 | -2.1 | 0.4 | -0.2 | i | i | i | i
COc1ccc(OCc2nc3ccccc3n2C(C)C)cc1
    i | i | i | 0.1 | -0.1 | 1.5 | -13.4 | i | i | i | i
COc1cccc(NC(=O)CN(C)C(=O)c2cc(S(=O)(=O)NCc3ccccc3)ccc2C)c1
    i | i | i | -0.7 | -8.7 | -2.9 | -10.6 | i | i | i | i
CCOC(=O)c1c(NC(=O)COc2ncnc3ccccc23)sc(C(C)=O)c1C
    i | i | i | -0.3 | 0.2 | -0.3 | -3.7 | i | i | i | i
COc1ccccc1CC(=O)N1CCCC1
    i | i | i | -4.9 | -3.2 | -0.3 | -2.8 | i | i | i | i
COC(=O)CN1CCN(C(=O)c2ccc(F)cc2)c2ccccc2C1
    . | i | i | -2.2 | 5.0 | 0.6 | 0.8 | i | i | i | i
COc1ccc(CCNC(=O)Cn2nnc(-c3ccc(N(C)C)cc3)n2)cc1OC
    i | i | i | 0.2 | -0.4 | 4.0 | -4.3 | i | i | i | i
COC(=O)c1nn(-c2cccc(C(F)(F)F)c2)ccc1=O
    i | i | i | 0.2 | . | 1.5 | -4.1 | i | i | i | i
CS(=O)(=O)NCc1ccc(C(=O)NCc2ccccc2)cc1
    i | i | i | -2.8 | -10.7 | -0.1 | -0.7 | i | i | i | i
N#C/C(=N/Nc1ccccc1F)C(=N)N1CCOCC1
    i | i | i | -1.1 | 14.5 | 0.7 | 2.4 | i | i | i | i
COC(=O)c1ccccc1NC(=O)CSc1nnc(C(CO)NC(=O)c2ccccc2Cl)n1C (stereo not given)
    i | i | i | . | 0.6 | -1.3 | -9.9 | i | i | i | i
O=C(O)C1CCN(C(=O)CSc2nc3ccccc3c(=O)n2-c2ccc(Cl)cc2)CC1
    i | i | i | -1.8 | 7.2 | 2.6 | -3.9 | i | i | i | i
S=C(NCCc1ccccc1)N1CCn2cccc2C1c1ccncc1 (stereo not given)
    i | i | i | 3.1 | 14.9 | -7.0 | -10.7 | i | i | i | i
CC(Oc1ccc(Cl)cc1)C(=O)Nc1ccccc1C(=O)N1CCOCC1 (stereo not given)
    i | i | i | -0.3 | -0.7 | 3.7 | -10.5 | i | i | i | i
O=C(CN1CCN(Cc2ccccc2)CC1)NC(=O)NCc1ccco1
    i | i | i | 0.7 | 18.5 | 1.0 | -7.3 | i | i | i | i
O=C(CSc1ncccn1)N1CCN(Cc2ccccc2)CC1
    i | i | i | -3.2 | 4.9 | 0.2 | -20.1 | i | i | i | i
CN1CCN(C=NC2=NN(c3cccc(C(F)(F)F)c3)CC2)CC1
    i | i | i | 0.2 | -1.3 | 0.0 | -5.2 | i | i | i | i
CCOc1ccccc1C(=O)NCCCCNC(=O)c1ccccc1OCC
    i | i | i | -2.7 | -4.6 | 2.5 | -12.9 | i | i | -9.82* | i
Cc1ccc(Cl)cc1NC(=O)Nn1cnnc1
    i | i | i | 0.7 | 12.8 | -5.5 | -13.6 | i | i | i | i
Clc1ccc(CON/C=N/c2ncnc3sccc23)c(Cl)c1
    i | i | i | -1.0 | 18.6 | 0.0 | -6.8 | i | i | i | i
Cc1ccc(CNC(=O)CSc2nc(=O)n3ccccc3n2)cc1
    i | i | i | 0.4 | 1.4 | 0.1 | -9.1 | i | i | i | i
O=C(Nc1ccc(Cl)c(Cl)c1)N(CCCN1CCOCC1)Cc1cccnc1
    i | i | i | 0.4 | -4.9 | 1.6 | -11.0 | i | i | i | i
C=CCn1c(=O)c(C(=O)Nc2ccccc2C)c(O)c2ccccc21
    i | i | i | . | -4.7 | -3.2 | -0.8 | i | i | i | i

These rows are one share of the data. The share of hits here may be higher or lower than overall.
